BaF3 tox – counter-screen for JAK2V617F inhibitors: parental Ba/F3 viability inhibitors; CellTiter-Glo ATP luminescence; actives 1.1% (n = 220,000); inhibition, % at 5.6 µM;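 active = inhibition above a per-campaign cutoff, the mean inhibition of all tested compounds plus 3 SD, cut at about 27% in these data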;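 also: 0% = DMSO wells and 100% = JAK Inhibitor I control wells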
S1P4 ag – human S1P4 receptor agonism. O95977. S1P4-expressing cell line, agonist reporter assay. activation, % at 4.98 µM. actives 0.35% (n = 220,000). AID 1509; in the data active = activation above about 11%;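 also: 0% = DMSO vehicle and 100% = reference agonist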
Ba/F3 V617F tox – lowers viability of Ba/F3 cells expressing EpoR and JAK2V617F | ATP luminescence | inhibition, % at 5.6 µM | actives 1.1% (n = 220,000) | AID 1446;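 active = inhibition above the campaign mean plus 3 SD over all tested compounds, cut at about 24% in these data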;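 also: cytokine-independent growth of Ba/F3 cells driven by EpoR plus mutant JAK2; 0% = DMSO-treated cells and 100% = JAK inhibitor I control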
NPY2 pot ag – potentiators or agonists of human neuropeptide Y receptor Y2. activation, % at 3.6 µM. cells expressing NPY-Y2, potentiator/agonist read-out. P49146. actives 0.45% (n = 220,000). AID 1359; in the data active = activation above about 27%;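 also: cells stimulated with NPY near EC25 plus isoproterenol at EC100; 0% = vehicle plus submaximal agonist and 100% = vehicle plus saturating agonist; some results beyond the cut were filed as inactive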
PERK inh – blocks human PERK kinase | Q9NZJ5 | actives 0.17% (n = 220,000) | AID 1416 | CHO PERK-DD fusion, SEAP luminescence translation reporter | inhibition, % at 5.6 µM;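 active = inhibition above the mean inhibition of all tested compounds plus 3 SD, set separately per screening campaign, cut at about 2.9% in these data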;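 also: PERK kinase domain activated by AP20187 dimerizer at 100 nM; 0% = DMSO with dimerizer and 100% = rapamycin at 8.4 µM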
Mdm2 ligase inh – inhibitors of human Mdm2 E3 ubiquitin ligase. actives 0.11% (n = 210,000). signal enhancement, % at 5 µM. cell-based MDM2 ubiquitination luciferase reporter, 2 h; 0 = plate control, 100 = twice control, blank-subtracted. Q00987;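 active = signal enhancement of 30% or more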;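 also: luminescence tracks abundance of the self-degrading MDM2-luciferase fusion protein; higher signal means inhibition of MDM2 E3 ligase activity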
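test system = mammalian cells stably expressing self-ubiquitinating, self-degrading MDM2 E3–luciferase fusion | quantity = 2000 cells/well | incubation = cell settling 4 h, compound treatment 2 h, both 37 °C | signal = luminescence with SteadyLite reagent, 15 min at room temperature | evaluation = % enhancement relative to plate controls after blank subtraction | benchmarks = plate controls and plate blanks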
Wee1 degr inh – human Wee1 degradation inhibition, primary screen | reporter increase, % at 5 µM | P30291 | actives 1.2% (n = 220,000) | HeLa Luc-Wee1K328M stability, luciferase luminescence; 100% = proteasome inhibitor MG132 effect;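 active = activation above the mean of all tested compounds plus 3 SD, set per screening run, cut at about 8.8% in these data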;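 also: cells exposed to compound for 20 h before luminescence read; 0% = DMSO alone and 100% = MG132 at 30 µM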
S1P4 antagonist – blocks the human S1P4 receptor. O95977. S1P4-expressing cells, antagonist mode, reporter read-out. inhibition, % at 4.98 µM. actives 0.26% (n = 220,000). AID 1510; in the data active = inhibition above about 29%;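 also: 0% = wells stimulated with agonist and 100% = vehicle wells without agonist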
eIF4E-4G inh – eIF4E/eIF4G interaction inhibition in translation initiation; TR-FRET eIF4E-eIF4GI(517-606) binding, 2 h; P63073+Q04637; inhibition, % at 21.7 µM; actives 0.37% (n = 220,000); AID 782;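 active = inhibition above about 30%, limit read from the data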;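 also: 0% = full FRET control wells and 100% = background wells lacking eIF4GI fragment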
* marks the source's active call; other numbers are inactive results; · = no result given; [ ] = another dose, or the depositor's remark. Rows are unselected. Share with any hit: about 4.1%.

Fields – BaF3 tox, S1P4 ag, Ba/F3 V617F tox, NPY2 pot ag, PERK inh, Mdm2 ligase inh, Wee1 degr inh, S1P4 antagonist, eIF4E-4G inh
- CC(C)NC(=O)CSc1nc2ccccc2n1-c1ccccc1
  4, -0.1, -4, 22, -0.6, -21, -2, 9, -1
- O=C(Nc1ccccc1)c1ccc(NCCc2ccccc2)c([N+](=O)[O-])c1
  7, 2.9, -2, 5, 1.3, -11, 7, 1, 2
- CCOC(=O)c1c(/N=C/c2ccc(C)cc2O)sc2c1CCC2
  9, 0.9, -1, -2, 1.6, -15, 3, -2, 4
- CSc1ccccc1C(=O)NCCOc1cccc(C)c1
  9, -0.4, 1, -7, 0.4, -2, -2, -7, 2
- COc1cc2c(cc1OC)C(C(=O)NCCN1CCOCC1)C1c3ccccc3CCN1C2=O (centres undefined)
  1, -0.5, -3, 9, 0.3, -4, -1, -15, -2[fluorescence artefact?]
- CCCCn1c(Nc2ccccc2)nc2ccccc21
  3, 0.5, -1, -2, 0.6, -13, 0, 4, 7
- Cc1cc(O)ccc1N=Cc1c(C(F)(F)F)[nH][nH]c1=O
  11, 1.2, 3, 2, 1.2, -3, -1, 0, -3
- O=C(CCc1nnc(CCc2c[nH]c3ccccc23)o1)NC1CCC1
  0, 1.1, -4, -16, 1.4, -5, 2, -16, -10
- CCOC(=O)Cc1csc(N/C(=N/S(=O)(=O)c2cc(Br)ccc2OCC)c2ccccc2)n1
  3, 2.4, 1, 9, 1.1, -3, -1, -11, -2
- O=C(c1ccc([N+](=O)[O-])cc1)N(C1=NCCCCS1)c1ccccc1
  0, -2.4, -2, -8, 1.1, 6, 0, -2, -17
- Cc1ccc(OCCC(=O)Nc2ccc(F)c(Cl)c2)cc1
  3, 0.7, -1, -7, 1.4, -2, 4, -6, -2
- NS(=O)(=O)c1cc(C(=O)N2CCc3ccccc32)c(Cl)cc1Cl
  5, -0.7, -1, 27, -0.4, ·, -4, 0, 10
- CC(NC(=O)CCc1nnc(-c2ccccc2)o1)c1ccccc1 (centres undefined)
  7, -0.2, 0, -7, 0.3, -5, 4, 0, -2
- Cc1ccnc(SCc2nc3ccccc3s2)n1
  4, 0.0, 3, -19, 0.2, -16, 6, -6, -1
- Cc1oc2cc(O)cc(O)c2c(=O)c1-c1ccc2c(c1)OCCCO2
  2, 3.1, 1, 3, -0.2, -14, 1, -2, 2
- C/C(CC(=O)N1CCCC1)=N\NC(=O)c1cc2ccccc2cc1O
  3, 0.4, 4, -8, 2.2, -6, 12*, 2, 2
- COc1ccc(S(=O)(=O)N(C)CC(=O)Nc2cccc(C(C)=O)c2)cc1
  4, 1.1, -1, 2, -0.7, -14, 2, 10, 1
- Cn1c(NCCCN2CCOCC2)nc2c1c(=O)n(Cc1ccc(Cl)cc1)c(=O)n2C
  3, 0.1, -2, -11, -0.5, -13, 0, 6, -11
- CC1CCN(CCCNC(=O)CCCNC(=O)Cn2cnc3sc4c(c3c2=O)CCCC4)CC1
  0, 1.2, -1, 12, -1.0, -16, -1, 2, -4
- CC(C)c1ccc(/C=C(/C#N)c2nnc(NC(=O)c3ccccc3)s2)cc1
  7, 1.8, 1, 6, 0.0, -14, -1, -17, -3
- CC1CCCCN1Cc1ccc(N(C)C)cc1 (centres undefined)
  4, -3.1, -3, 3, 0.4, -38, -1, -4, 5
- Cc1nnc(NC(=O)CSc2nnc(CCc3nc4ccccc4[nH]3)n2C)s1
  3, -0.1, 1, -7, 1.6, 0, 0, -15, 6
- Cc1cc(C)c(N(CC(=O)NC(C)(C)C)C(=O)CNC(=O)c2cccs2)c(C)c1
  6, -1.5, -2, -13, -0.5, 15, 2, -8, -1
- O=C(CN(C(=O)CNS(=O)(=O)c1ccccc1)C1CCCC1)NCC1CCCO1 (centres undefined)
  1, 1.2, -3, -4, -0.4, -9, 3, -6, -4
- Cn1ccs/c1=N\S(=O)(=O)c1ccc(F)cc1
  7, 2.3, -2, 13, 0.9, 2, 0, -23, 4
- CCCC(=O)NCCCc1nc2ccccc2n1CC
  8, 1.2, 2, 1, -0.6, -1, 2, -14, -5
- Cn1c(N)c(C(=O)CSc2nc3ccccc3c(=O)n2Cc2ccccc2)c(=O)n(C)c1=O
  1, 0.3, -2, 6, 0.3, -13, -1, 5, 3
- Cc1ccc(C(c2sc3nc(C)nn3c2O)N2CC(C)OC(C)C2)cc1 (centres undefined)
  2, -0.1, 0, 9, 0.8, -2, 2, 10, 1[fluorescence artefact?]
- CCOC(=O)c1ccc(NC(=S)Nc2ccccn2)cc1
  1, 2.0, -5, -16, 0.9, -4, -1, -8, -8
- O=S(=O)(c1ccc(F)cc1)N1CCN(CC(O)COCc2cccs2)CC1 (centres undefined)
  4, 0.6, -1, 0, -0.3, 2, 2, -14, 4[fluorescence artefact?]

Quoted from the entries so far for reference:
Fields – BaF3 tox, S1P4 ag, Ba/F3 V617F tox, NPY2 pot ag, PERK inh, Mdm2 ligase inh, Wee1 degr inh, S1P4 antagonist, eIF4E-4G inh
- C/C(CC(=O)N1CCCC1)=N\NC(=O)c1cc2ccccc2cc1O
  3, 0.4, 4, -8, 2.2, -6, 12*, 2, 2
- COc1ccc(S(=O)(=O)N(C)CC(=O)Nc2cccc(C(C)=O)c2)cc1
  4, 1.1, -1, 2, -0.7, -14, 2, 10, 1
- Cn1c(NCCCN2CCOCC2)nc2c1c(=O)n(Cc1ccc(Cl)cc1)c(=O)n2C
  3, 0.1, -2, -11, -0.5, -13, 0, 6, -11
- CC1CCN(CCCNC(=O)CCCNC(=O)Cn2cnc3sc4c(c3c2=O)CCCC4)CC1
  0, 1.2, -1, 12, -1.0, -16, -1, 2, -4
- CC(C)c1ccc(/C=C(/C#N)c2nnc(NC(=O)c3ccccc3)s2)cc1
  7, 1.8, 1, 6, 0.0, -14, -1, -17, -3
- CC1CCCCN1Cc1ccc(N(C)C)cc1 (centres undefined)
  4, -3.1, -3, 3, 0.4, -38, -1, -4, 5
- Cc1nnc(NC(=O)CSc2nnc(CCc3nc4ccccc4[nH]3)n2C)s1
  3, -0.1, 1, -7, 1.6, 0, 0, -15, 6
- Cc1cc(C)c(N(CC(=O)NC(C)(C)C)C(=O)CNC(=O)c2cccs2)c(C)c1
  6, -1.5, -2, -13, -0.5, 15, 2, -8, -1
- O=C(CN(C(=O)CNS(=O)(=O)c1ccccc1)C1CCCC1)NCC1CCCO1 (centres undefined)
  1, 1.2, -3, -4, -0.4, -9, 3, -6, -4
- Cn1ccs/c1=N\S(=O)(=O)c1ccc(F)cc1
  7, 2.3, -2, 13, 0.9, 2, 0, -23, 4
- CCCC(=O)NCCCc1nc2ccccc2n1CC
  8, 1.2, 2, 1, -0.6, -1, 2, -14, -5
- Cn1c(N)c(C(=O)CSc2nc3ccccc3c(=O)n2Cc2ccccc2)c(=O)n(C)c1=O
  1, 0.3, -2, 6, 0.3, -13, -1, 5, 3
- Cc1ccc(C(c2sc3nc(C)nn3c2O)N2CC(C)OC(C)C2)cc1 (centres undefined)
  2, -0.1, 0, 9, 0.8, -2, 2, 10, 1[fluorescence artefact?]

The list continues:
Fields – BaF3 tox, S1P4 ag, Ba/F3 V617F tox, NPY2 pot ag, PERK inh, Mdm2 ligase inh, Wee1 degr inh, S1P4 antagonist, eIF4E-4G inh
- O=C1CSC(c2ccccc2)N1c1cccnc1 (centres undefined)
  2, 2.0, -3, 10, 0.6, 3, 1, -12, -1
- O=C1CCC(=O)N1c1ccc(S(=O)(=O)N2CCCC2)cc1
  13, 1.1, -1, -10, 0.5, 4, -4, 14, 1
- NNC(=O)c1ccc(CN2CCCCC2)o1
  -2, -2.1, -2, 1, 1.7, -4, -2, -1, 3
- Cc1nc2ccccc2n1CC(=O)N/N=C\C=C\c1ccccc1
  5, 0.9, -4, -10, 0.5, -14, 1, -8, 2
- O=C(/C=C/c1ccc(Cl)c([N+](=O)[O-])c1)Nc1ccc(NC(=O)c2ccco2)cc1
  4, 0.3, -4, 9, 0.6, -4, 0, -4, -2
- CC(C)NC(=O)C1CCN(C(=O)c2ccc(-c3ccccc3)cc2)CC1
  1, -5.3, -1, 10, -0.4, 16, 11*, 8, 12[fluorescence artefact?]
- O=C(Nn1c(C2CCCCC2)nc2ccccc2c1=O)c1ccc([N+](=O)[O-])cc1Cl
  7, 0.3, -1, 7, -0.8, 7, 1, -7, 11[fluorescence artefact?]
- CC(=O)N1CC=CC1(CC(C)C)C(=O)NCc1cc(F)cc(C(F)(F)F)c1 (centres undefined)
  2, -0.2, 0, 2, -0.2, ·, -3, 15, 4
- CCC(C)NCCOCCOc1ccc(Cl)cc1Br (centres undefined)
  3, -1.9, 0, 8, 1.5, -20, 1, 10, 1
- CC(C)OC(=O)c1cccnc1N1CCN(c2cccc(Cl)c2)CC1
  5, -0.3, 6, -31, 0.1, -11, -2, 0, 7
- CCOc1ccccc1N(CC(=O)Nc1c(C)n(C)n(-c2ccccc2)c1=O)S(=O)(=O)c1ccccc1
  4, 0.5, 1, -6, 0.9, 9, 4, 1, -2
- Cc1cc(C)nc(SCc2nnc(SCC(=O)OC3CCCCC3)o2)n1
  3, 0.2, -4, -9, -0.7, -3, 4, -1, 4
- CCn1ncc(Br)c1C(=O)Nc1ccccc1OC
  4, 0.5, 1, -2, 1.2, 21, 4, 9, 3
- CCOc1ccccc1C1NC(=O)NC(C)=C1C(=O)OC1CCCC1C (centres undefined)
  4, 3.0, -4, -4, -0.8, -14, -1, 1, 14
- C/C=C/c1ccc(OCC(O)CN2CCCCCCC2)c(OC)c1 (centres undefined)
  5, 0.6, 2, -22, -0.1, 11, 0, 9, 13
- O=C(Nc1ccc(F)c(F)c1)c1ccc(F)c(S(=O)(=O)N2CCC3(CC2)OCCO3)c1
  11, 0.1, 4, 0, 0.6, -1, -1, -8, 0
- COc1ccc(/C=N/NC(=O)c2ccc(Cl)c(S(N)(=O)=O)c2)cc1OCC(N)=O
  2, 1.6, -2, 5, -0.3, 2, -1, -3, -3
- Cc1cc(NC(=O)CCC(=O)N(CC(=O)NC2CCCC2)Cc2cccs2)no1
  8, 33*, 2, 0, 0.2, 17, 1, -6, -4
- CCCOc1ccc(C(=O)CCC(=O)OCC(=O)Nc2ccc(Oc3ccccc3)cc2)cc1
  3, -0.2, 0, 2, 0.7, -10, 0, -93, 1[fluorescence artefact?]
- CC(C)(C)OC(=O)N[C@@H](Cc1ccccc1)c1nnc(SCC(=O)O)o1
  2, -0.3, -3, 1, 1.4, 12, 1, 18, -2
- COc1ccc(C)cc1NC(=O)CNc1ccc(C(C)=O)cc1
  5, 2.0, 5, -8, -0.5, 12, -3, -12, -8
- O=C(c1cccs1)N(c1ccc(F)cc1)C1C=CS(=O)(=O)C1 (centres undefined)
  -3, 0.8, -3, -1, 0.6, -18, -1, 5, 6
- NS(=O)(=O)c1ccc(NC(=O)COC(=O)c2cc3ccccc3oc2=O)cc1
  1, 0.6, -3, -4, 1.7, -3, -3, 2, 15
- Cc1cccnc1CCNC(=O)CC1C(=O)NCCN1CC1CCCCC1 (centres undefined)
  2, 0.9, -3, -8, -0.2, -2, -1, -12, 1
- O=C(CSc1nnc2ccc(-c3ccc(F)cc3)nn12)N1CCCC1
  4, 0.0, 2, 4, 0.1, -1, -1, -9, -3
